MDM2 E3 inh – MDM2-luciferase reporter signal enhancers, primary screen, MDM2 E3 ligase inhibitor project, cell-based, luminescence, 1536-well; cell-based MDM2 ubiquitination luciferase reporter, 2 h; 0 = plate control, 100 = twice control, blank-subtracted; E3 ubiquitin-protein ligase Mdm2 (Homo sapiens), Q00987; signal enhancement, % at 5 µM; hit rate 0.11% among 210,000;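 active = signal enhancement of 30% or more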;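 note: luminescence tracks abundance of the self-degrading MDM2-luciferase fusion protein; higher signal means inhibition of MDM2 E3 ligase activity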
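Buffer or medium: Cells held in DMEM | Assay system: Stable mammalian line carrying autodegrading MDM2–luciferase fusion reporter | Quantity: 2000 cells/well | Times: 4 h settle plus 2 h compound, 37 °C | Doses: One concentration, 5 µM, with 0.2% DMSO | Technique: Luminescence with SteadyLite reagent, 15 min at room temperature | Benchmarks: Plate controls and plate blanks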
NPY Y1 blocker – NPY-Y1 receptor antagonists, primary screen, cell-based. Neuropeptide Y receptor type 1 (Homo sapiens), P25929. HEK293-CNG Y1 cells, membrane potential fluorescence; NPY at EC95, then isoproterenol. inhibition, % at 3.6 µM. hit rate 1% among 200,000. AID 1040, 2008;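 active = inhibition above the campaign mean inhibition of all tested compounds plus 3 SD, cut at about 20% in these data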;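 note: 0% = DMSO wells given NPY plus isoproterenol and 100% = isoproterenol alone without NPY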
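Test system – HEK293 Y1/CNG channel cell line · Also added – NPY agonist 25 nM, then isoproterenol 1 µM plus Ro 20-1724 25 µM · Compound dosing – one concentration, 3.6 µM, in 0.4% DMSO · Schedule – compound incubation 1 h at room temperature, readout 45 min post-stimulation · Technique – fluorescence, membrane potential probe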
RBBP9 inhibitor – human RBBP9 inhibitors, primary screen, biochemical, fluorescence polarization, FP-Rh probe, HTS; inhibition, % at 7.94 µM; recombinant RBBP9; Serine hydrolase RBBP9 (Homo sapiens), O75884; hit rate 0.2% among 220,000;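 active = inhibition above the campaign mean of all tested compounds plus 3 SD, cut at about 14% in these data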;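 note: plate controls were DMSO wells with RBBP9 for no effect and wells lacking RBBP9 protein for full effect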
Target sequence (O75884 whole entry, looked up): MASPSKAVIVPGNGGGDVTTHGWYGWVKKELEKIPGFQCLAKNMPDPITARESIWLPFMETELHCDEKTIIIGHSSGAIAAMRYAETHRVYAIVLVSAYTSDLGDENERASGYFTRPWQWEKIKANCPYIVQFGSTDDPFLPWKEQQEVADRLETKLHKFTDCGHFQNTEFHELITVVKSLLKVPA
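Material: RBBP9 protein. Amount: RBBP9 at 2.5 µM in dispensed solution, before mixing. Schedule: 30 min then 45 min, 25 °C. Medium: Tris buffer pH 8.0, NaCl, Pluronic. Measured by: fluorescence polarization. Measure: percent inhibition from mP, scaled between DMSO and no-protein wells. Replication: one well per compound.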
NPY2 pot ag – NPY-Y2 potentiators or agonists, primary screen, cell-based. cells expressing NPY-Y2, potentiator/agonist read-out. activation, % at 3.6 µM. hit rate 0.45% among 220,000; in the data active = activation above about 27%;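 note: cells stimulated with NPY near EC25 plus isoproterenol at EC100; 0% = vehicle plus submaximal agonist and 100% = vehicle plus saturating agonist; some results beyond the cut were filed as inactive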
NPY1 pot ag – NPY-Y1 receptor potentiators or agonists, primary screen, cell-based. AID 1304, 2008. hit rate 0.37% among 220,000. Neuropeptide Y receptor type 1 (Homo sapiens), P25929. activation, % at 3.6 µM. NPY-Y1 expressing cells, potentiator/agonist activation; in the data active = activation above about 33%, passing the limit was not always enough;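 note: cells stimulated with NPY at EC10 then isoproterenol at EC100; 0% = low agonist plus stimulus and 100% = saturating agonist plus stimulus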
Runt-SMMHC FRET – inhibitors of RUNX1 Runt–CBFb-SMMHC binding, primary screen, biochemical, FRET, Cerulean-Runt, Venus-CBFb-SMMHC, uHTS; Runt-related transcription factor 1 (Homo sapiens) + Core-binding factor subunit beta …; inhibition, % at 20 µM; Cerulean-Runt/Venus-CBFb-SMMHC FRET ratio 530/480, 1 h; hit rate 0.74% among 220,000;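 active = mean inhibition across duplicate retests at 20 µM reaching about 50%, limit read from the data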;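 note: 0% = DMSO wells and 100% = wells with excess untagged CBFb-SMMHC; inhibitors lower the FRET ratio by blocking Runt binding to CBFb-SMMHC; some results filed as inactive read as strong as hits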
p97 ATPase inh – inhibitors of human p97 ATPase, primary screen, biochemical; AID 1481, 2009; Transitional endoplasmic reticulum ATPase (Homo sapiens), P55072; recombinant p97 ATPase, Kinase-Glo ATP luminescence, 3 h; hit rate 0.42% among 220,000; inhibition, % at 8 µM; in the data active = inhibition above about 15%;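 note: 0% = DMSO vehicle and 100% = wells lacking enzyme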
Target sequence (P55072 whole entry, looked up): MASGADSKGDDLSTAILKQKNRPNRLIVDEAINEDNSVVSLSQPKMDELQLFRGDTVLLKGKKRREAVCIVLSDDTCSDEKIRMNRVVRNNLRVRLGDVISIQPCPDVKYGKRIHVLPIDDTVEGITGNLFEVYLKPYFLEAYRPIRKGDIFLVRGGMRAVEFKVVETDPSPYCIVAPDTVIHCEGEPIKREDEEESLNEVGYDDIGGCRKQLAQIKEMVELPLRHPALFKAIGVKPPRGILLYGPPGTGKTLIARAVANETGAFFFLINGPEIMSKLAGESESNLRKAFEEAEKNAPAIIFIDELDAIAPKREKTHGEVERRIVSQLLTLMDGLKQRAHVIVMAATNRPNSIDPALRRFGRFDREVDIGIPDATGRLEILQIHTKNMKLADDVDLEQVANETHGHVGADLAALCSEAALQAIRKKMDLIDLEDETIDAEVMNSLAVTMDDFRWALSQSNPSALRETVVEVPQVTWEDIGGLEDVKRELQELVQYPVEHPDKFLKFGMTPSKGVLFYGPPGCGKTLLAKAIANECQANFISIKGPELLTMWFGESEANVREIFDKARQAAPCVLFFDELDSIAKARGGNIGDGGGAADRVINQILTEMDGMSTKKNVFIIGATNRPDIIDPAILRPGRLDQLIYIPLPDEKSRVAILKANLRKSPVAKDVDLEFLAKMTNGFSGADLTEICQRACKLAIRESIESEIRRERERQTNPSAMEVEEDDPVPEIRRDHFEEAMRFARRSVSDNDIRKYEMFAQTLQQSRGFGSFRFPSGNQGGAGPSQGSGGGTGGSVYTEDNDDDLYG
Hck-Nef inh – inhibitors of Nef-activated human Hck kinase, primary screen, biochemical, Z-Lyte FRET, 384-well, Hck-YEEI | Tyrosine-protein kinase HCK (Homo sapiens), P08631 | Recombinant Hck-YEEI plus Nef, Z-Lyte FRET kinase assay | inhibition, % at 20 µM | hit rate 0.68% among 220,000 | AID 463187, 2010;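 active = Hck-Nef kinase inhibition above about 50%, limit read from the data; inactive = inhibition below that limit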;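 note: 0% = DMSO with Hck plus Nef and 100% = Hck alone without Nef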
Runt-CBFb FRET – inhibitors of RUNX1 Runt–CBFb binding, primary screen, biochemical, FRET, Cerulean-Runt, Venus-CBFb, uHTS; Cerulean-Runt/Venus-CBFb FRET ratio 530/480, 1 h; inhibition, % at 20 µM; hit rate 0.46% among 220,000; AID 1496, 2009;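 active = inhibition over about 50% at 20 µM in the single-dose screen, limit read from the data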;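 note: 0% = DMSO wells and 100% = excess unlabeled CBFb competitor control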
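Assay system: Cerulean-Runt domain / Medium: Tris 50 mM pH 7.5, KCl, K2SO4, 0.01% BSA / Timing: protein complex preformed 1 h, compound exposure 1 h, room temperature, dark / Measured by: FRET, excitation 422 nm, emission at 530 and 480 nm / Evaluation: loss of energy transfer signal / Control set: 5 µM unlabeled CBFb as full-inhibition high control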
* marks the source's active call; other numbers are inactive results; . = no result given.

SMILES	MDM2 E3 inh	NPY Y1 blocker	RBBP9 inhibitor	NPY2 pot ag	NPY1 pot ag	Runt-SMMHC FRET	p97 ATPase inh	Hck-Nef inh	Runt-CBFb FRET
CC(c1nnnn1C1CCCCC1)N(Cc1ccccc1)Cc1cccnc1 (configuration not stated)	-3.3	-3.9	1.8	-6.4	-5.9	2.5	-0.7	-2.3	-6.1
Cc1ccc(N(CC(=O)Nc2cccc(N(C)S(C)(=O)=O)c2)S(C)(=O)=O)cc1	-15.8	-1.3	-5.6	2.2	25.3	-3.9	1.1	0.8	1.0
CC(=O)c1cccc(NC(=O)Nc2ccc(C)cc2)c1	-10.4	-6.0	7.6	6.3	-1.3	0.9	1.8	-1.6	1.4
COc1cccc(-c2csc(N3CCN(C(=O)NC45CC6CC(CC(C6)C4)C5)CC3)n2)c1	3.0	7.8	-1.4	-5.0	-14.9	2.7	-4.9	-7.0	5.4
NC(=O)C1CCCN1 (configuration not stated)	2.0	-2.5	-0.4	4.3	7.0	-4.5	4.7	-2.0	1.3
N#CC(c1ccc(Cl)nn1)c1c(F)cccc1Cl (configuration not stated)	-19.6	-2.5	-13.9	-3.4	5.5	3.2	0.3	4.5	-0.5
O=C(c1ccc2c(c1)OCO2)N1CCN(c2ccc(C(F)(F)F)cn2)CC1	-8.6	7.5	6.3	-7.2	-23.0	-0.3	0.3	2.7	0.7
O=C(N/N=C/c1ccc([N+](=O)[O-])cc1)c1cccc2cc[nH]c12	12.8	2.1	3.6	-0.7	2.5	-2.8	3.1	-22.3	-1.1
Cc1cc2cc(CNC(=S)NC3CCCCC3)ccc2[nH]1	-12.9	2.8	-6.4	3.5	4.2	1.1	3.2	13.5	0.7
O=C(N/C=N/OCc1ccc(Cl)cc1Cl)NOCc1ncc(C(F)(F)F)cc1Cl	2.2	5.6	-2.5	-7.7	-22.3	-5.2	-8.6	2.8	-3.6
CC(=O)Nc1ccc(S(=O)(=O)N(C)CC(=O)Nc2ccccc2N2CCOCC2)cc1	-9.5	-2.3	-0.7	14.0	8.5	-0.6	6.2	-0.1	-3.1
O=C(NCCOc1ccccc1)C(=O)c1c[nH]c2ccccc12	0.8	.	2.2	8.1	-10.9	-1.9	3.9	28.3	0.4
Cc1noc(C)c1C(=O)NCCCN1CCCC1=O	-9.3	0.3	-10.8	-1.2	-8.4	2.2	-0.6	0.0	-0.5
O=C(CN1C(=O)CSc2ccccc21)N1CCc2ccccc21	-1.8	0.2	-9.4	-1.4	-15.4	1.8	-3.4	8.5	1.1
COc1cc(/C=N/NC(=S)N/N=C/c2cc(OC)c(OC)c(OC)c2)cc(OC)c1OC	-8.8	3.4	-16.9	-8.3	-6.1	4.6	-7.0	-3.5	6.4
CCOC(=O)CN1C(=O)NC2NC(=O)NC21 (configuration not stated)	-3.0	0.3	1.3	-13.4	-13.9	-6.5	-2.2	0.3	-1.6
Cc1[nH]n(-c2ccccc2)c(=O)c1C(c1cccc([N+](=O)[O-])c1O)c1c(C)[nH]n(-c2ccccc2)c1=O	-6.8	-1.1	-2.4	-9.3	-12.3	-0.9	23.6*	1.6	-3.4
Cc1cccc(C)c1NC(=O)CNC(=O)c1c(C)nn(C)c1Cl	-14.2	6.3	5.2	-0.2	0.3	1.5	5.1	1.6	1.6
COc1ccc([N+](=O)[O-])cc1NC(=O)c1ccc(N2C(=O)CCC2=O)cc1	.	.	-2.8	-5.0	2.7	1.9	-2.9	11.7	-0.5
O=C(CSc1nnc(SCc2ccc(Cl)cc2)s1)N/N=C/c1ccccc1C(=O)O	-6.3	.	-7.1	5.0	20.1	-4.3	-0.5	21.0	-1.5
CCCC1=C([O-])C2N=CC=CC2=[N+](c2ccccn2)C1=O (configuration not stated)	-7.9	-3.9	0.5	-12.5	8.3	-0.9	4.8	-1.3	-1.4
CCCCC1(C)OC(=O)C(=Cc2ccc(-c3ccc(Cl)c(C(=O)O)c3)o2)C(=O)O1 (configuration not stated)	-26.6	.	0.7	2.5	14.6	6.5	7.3	19.3	13.6
O=C(c1ccc(COc2ccccc2[N+](=O)[O-])o1)N1CCCCC1	-3.3	-3.0	-0.2	-11.7	12.5	-0.2	0.5	2.0	-5.8
Cc1cccc2cc(CN(CCN(C)C)C(=S)Nc3ccccc3)c(=O)[nH]c12	-8.2	4.7	-5.7	-8.0	-35.8	0.7	-0.8	-0.8	6.8
O=C(c1ccccc1)N1CCCC(C(=O)N2CCCCCC2)C1 (configuration not stated)	-6.1	0.1	-8.9	-1.6	16.0	-3.9	5.7	9.6	-2.5
CC1CC(C)CN(CC(=O)Nc2ccc3c(c2)OCCO3)C1 (configuration not stated)	-8.5	1.9	-1.5	-4.5	-12.0	-3.1	-6.6	0.0	-0.2
Cc1cc(/C=C(/C#N)C(=O)O)c(C)n1CCC(C)C	-17.9	5.8	-0.4	-2.3	-15.1	-5.1	-2.7	2.9	-5.1
COCCOC(=O)c1c(NC(=O)CN2c3ccccc3CC2C)sc(C(N)=O)c1C (configuration not stated)	5.3	0.6	-1.7	-4.8	-13.8	-5.4	6.0	-0.4	-4.3
NS(=O)(=O)c1cccc(NC(=O)CSc2nnc(-c3ccccc3F)n2C2CC2)c1	-22.0	.	-4.2	1.5	22.4	-4.3	3.3	3.7	0.7
O=[N+]([O-])c1cc(Br)c(O)c(C=Nc2ccc(N3CCOCC3)cc2)c1	-13.4	1.5	-2.1	-13.1	-7.8	-5.6	5.3	21.5	5.4

Next part, overlapping the part above by 2 compounds.
SMILES	MDM2 E3 inh	NPY Y1 blocker	RBBP9 inhibitor	NPY2 pot ag	NPY1 pot ag	Runt-SMMHC FRET	p97 ATPase inh	Hck-Nef inh	Runt-CBFb FRET
NS(=O)(=O)c1cccc(NC(=O)CSc2nnc(-c3ccccc3F)n2C2CC2)c1	-22.0	.	-4.2	1.5	22.4	-4.3	3.3	3.7	0.7
O=[N+]([O-])c1cc(Br)c(O)c(C=Nc2ccc(N3CCOCC3)cc2)c1	-13.4	1.5	-2.1	-13.1	-7.8	-5.6	5.3	21.5	5.4
Cc1nc([N+](=O)[O-])c(Br)n1CC(=O)c1cccc([N+](=O)[O-])c1	-4.9	9.3	-6.7	3.2	9.0	-2.5	8.6	15.3	1.2
O=C(Cc1ccccc1)N/N=C/c1cccc([N+](=O)[O-])c1	0.1	-0.2	-9.9	-11.1	-6.8	-0.6	1.2	19.8	-1.4
COc1ccc(/C=C(\CC(=O)O)c2nc3ccccc3s2)cc1O	-17.2	3.6	-12.3	-12.4	-2.1	-19.2	4.5	23.9	0.3
CC(=O)Nc1ccc(OCC(O)CN2CCN(c3ccc(C)c(Cl)c3)CC2)cc1 (configuration not stated)	-5.0	2.7	-6.0	5.2	13.8	0.9	-0.6	4.2	0.5
CC(C)(C)OC(=O)COc1cc(O)c2c(=O)cc(-c3ccccc3)oc2c1	0.1	0.1	-4.7	0.5	9.1	-2.2	1.4	7.9	-3.9
COC(=O)c1coc(-c2ccc(OC)cc2)c1C(=O)OC	-8.4	4.8	2.0	-6.0	-10.1	-1.3	-0.5	2.4	0.3
COc1ccc(OC)c(NC(=O)CSC2=NCCS2)c1	-13.1	-3.4	-5.7	6.8	20.2	0.9	-0.4	0.0	1.1
COc1ccc(C/C(N)=N/n2cnnc2)cc1	-7.3	-2.1	-4.2	1.2	11.0	-0.2	2.2	-0.8	-0.5
O=C1CNCc2[nH]c3ccccc3c2N1c1ccccc1	-5.5	3.2	-3.3	9.6	2.3	-3.1	5.6	1.2	-2.4
CCOC(=O)c1cccc(NC(=O)CN2CCN(c3ccc(OC)cc3)CC2)c1	-9.0	0.3	-4.8	18.5	1.9	3.2	-1.4	0.5	-1.8
Cc1ccc(N=C2SC(C(=O)Nc3ccc(OC(F)(F)F)cc3)C(N)=C2C(=O)Nc2c(C)cc(C)cc2C)cc1 (configuration not stated)	-4.3	2.2	-47.1	37.0*	29.2	17.9	8.6	1.8	10.9
Cc1ccc(N2CCN(C3=NC(=O)C(Cc4ccccc4)S3)CC2)cc1 (configuration not stated)	-14.4	17.7	0.6	-6.1	-23.8	-2.7	-0.6	2.0	-3.1
CCOC(=O)CCn1cc(F)c(=O)n(Cc2ccccc2)c1=O	2.3	2.0	2.9	8.5	-6.0	-1.8	7.1	1.5	2.4
COC(=O)c1cc(NS(=O)(=O)c2ccc(N3CCOCC3)c(NC(C)=O)c2)cc(C(=O)OC)c1	-12.3	3.0	-2.9	3.3	-15.7	-0.6	0.5	1.0	-1.4
CCOc1ccc(-n2ccnc2SCC(=O)Nc2nnc(C)s2)cc1	-21.0	0.0	-3.3	0.2	-0.5	-2.8	0.5	1.3	1.2
COC(=O)Cn1c(SCc2ccccc2)nc2ccccc21	-4.1	-4.7	3.0	13.7	-1.7	1.9	-0.8	-0.7	1.5
CCOC(=O)c1c(NC(=O)CN2C(=O)CN(C)C2=O)sc(C)c1C	-12.3	-2.4	-2.2	1.2	-1.3	-2.2	-1.2	22.0	-0.4
CCOC(=O)CN1CC23C=CC(O2)C(C(=O)Nc2cc(OC)ccc2OC)C3C1=O (configuration not stated)	-17.7	2.1	-2.7	2.6	14.4	-3.0	3.4	-1.9	1.9
O=C(O)C1CCCCC1C(=O)NCc1ccc2c(c1)OCO2 (configuration not stated)	-10.7	5.6	-10.8	4.4	11.0	1.7	-4.4	10.7	0.1
CCCCC1C2C(=O)N(c3ccc(C)cc3)C(=O)C2ON1c1ccccc1 (configuration not stated)	-0.1	.	3.0	-11.0	24.2	1.4	0.6	5.9	-1.2

High-throughput results: PubChem BioAssay, several laboratories
